# NCOA3 inh: human NCOA3 inhibition | Q9Y6Q9 | HEK293 GAL4-SRC3 luciferase reporter, luminescence | inhibition, % at 3.6 µM | 360,000 tested, 0.17% active | AID 588352;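 active = inhibition above a per-campaign cutoff, the mean of all compounds plus 3 SD, cut at about 60% in these data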;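 note: 0% = DMSO-treated cells and 100% = gossypol-treated cells at 36 µM; higher means less SRC3-driven luciferase light from the GAL4 reporter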
# COUP-TFII inh: inhibitors of human COUP-TFII (NR2F2); P24468; inhibition, % at 8.6 µM; HEK293T NGFI-A luciferase reporter, luminescence; 370,000 tested, 0.7% active; AID 686940;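 active = inhibition above a per-plate cutoff, mean inhibition of test wells between control levels plus 3 SD, cut at about 38% in these data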;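 note: cells cotransfected with COUP-TFII expression vector driving the NGFI-A reporter; 0% = median of COUP-TF2 test wells and 100% = reporter-only cells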
# MC4R ag barr: activates human MC4R beta-arrestin recruitment; activation, % at 8.9 µM; 360,000 tested, 0.98% active; AID 540308; U2OS MC4R beta-arrestin complementation, luminescence; percent of melanotan II response, DMSO zero;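 active = activation above a per-plate cutoff, the mean activation of sample wells on that plate plus 3 SD, cut at about 8% in these data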
# NCOA2 inhibitor: inhibits human steroid receptor coactivator 2. Q15596. HEK293 GAL4-SRC2 luciferase reporter, luminescence. inhibition, % at 9 µM. 370,000 tested, 0.17% active. AID 651957;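 active = inhibition above the mean inhibition of all tested compounds plus 3 SD, set per campaign, cut at about 52% in these data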;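 note: 0% = DMSO treated cells and 100% = cells given Gossypol at 36 µM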
# ABHD5 PLIN5 PPI: inhibitors of human ABHD5-perilipin-5 interaction | inhibition, % at 4 µM | Split G. princeps luciferase complementation, luminescence, 4 h | 360,000 tested, 0.78% active | Q00G26+Q8WTS1;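 active = inhibition above the mean inhibition across every tested compound plus 3 SD, cut at about 22% in these data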;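 note: 0% = DMSO only wells and the 100% control is not disclosed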
# TLR9-MyD88 block: inhibitors of human TLR9-MyD88 binding; CHO BLA complementation TLR9-MyD88, CCF4 FRET ratio; inhibition, % at 4.98 µM; 340,000 tested, 0.21% active;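 active = inhibition above the mean over all tested compounds plus 3 SD, cut at about 21% in these data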;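 note: 0% = DMSO only wells and 100% = clavulanate BLA inhibitor control wells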
# MC4R antag cAMP: antagonists of human melanocortin 4 receptor (MC4R) | P32245 | MC4R-expressing cells, MTII-stimulated cAMP, LANCE TR-FRET | inhibition, % at 6.5 µM | 360,000 tested, 0.48% active | AID 540295;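 active = inhibition above its plate's cutoff, the mean of tested wells on that plate plus 3 SD, cut at about 29% in these data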;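 note: 0% = Melanotan II alone and 100% = Melanotan II plus saturating MCL0020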
#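 Assay system: human MC4R-expressing U2OS cells; reagent: Melanotan II stimulation of cells; dosing: 6.5 µM single dose; timing: compound 30 min, challenge 1 h, detection 1 h; signal: TR-FRET cAMP assay; replicates: one well per compound, no replicates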
# EBV LMP1 NFkB: Epstein-Barr LMP1 NF-kappaB reporter inhibition | inhibition, % at 12.5 µM | AID 504558 | LMP1-induced NF-kappaB luciferase reporter cells, luminescence | 350,000 tested, 0.69% active; in the data active = inhibition above about 41%;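 note: 0% = neutral control wells and 100% = reference inhibitor control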
# NOD2-RIPK2 inh: NOD2-RIPK2 protein interaction inhibition; 360,000 tested, 0.38% active; O43353; CHO BLA complementation NOD2-RIPK2, CCF4 ratio; inhibition, % at 4.98 µM; AID 624267; in the data active = inhibition above about 21%;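 note: 0% = vehicle only and 100% = reference blocker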
# NCOA1 inh: inhibitors of human steroid receptor coactivator 1 (SRC1) | Q15788 | AID 588354 | 360,000 tested, 0.12% active | inhibition, % at 3.6 µM | HEK293 GAL4-SRC1 luciferase reporter, luminescence;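 active = inhibition above the campaign mean plus 3 SD, with each screening campaign given its own cutoff, cut at about 60% in these data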;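 note: 0% = DMSO treated cells and 100% = gossypol at 36 µM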
# NR5A2 inv ag: inverse agonists of human LRH-1 (NR5A2). HEK293T StAR-luciferase reporter, LRH-1 transfected, 24 h. 360,000 tested, 0.13% active. inhibition, % at 3.6 µM. AID 602396;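 active = inhibition above the mean inhibition of all tested compounds plus 3 SD, cut at about 73% in these data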;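 note: 0% = DMSO wells and 100% = reporter-only cells lacking LRH-1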
# * = called active by the depositor; nt = not tested or not shown. Some of the compounds tested; count on the stated rates, not on these rows.
NCOA3 inh	COUP-TFII inh	MC4R ag barr	NCOA2 inhibitor	ABHD5 PLIN5 PPI	TLR9-MyD88 block	MC4R antag cAMP	EBV LMP1 NFkB	NOD2-RIPK2 inh	NCOA1 inh	NR5A2 inv ag	mol
0	8	-2.8	9	1	-2	8	5	-3	16	-2	COc1cc(Cl)ccc1NC(=O)COc1ccccc1C(=O)NN
-12	6	-0.3	-53	0	1	2	-34	-3	-38	-12	Cc1cc(C(=O)CN2C(=O)NC3(CCCc4ccccc43)C2=O)c(C)n1Cc1cccs1 (configuration not stated)
15	1	-0.1	-25	0	-9	7	2	-8	0	-9	O=[N+]([O-])c1c(Nc2ccc(O)cc2)cc(N2CCOCC2)c2nonc12
8	-13	-2.3	-3	1	4	3	2	-5	9	1	CN(CC(O)COCc1cccs1)C1CCCCC1 (configuration not stated)
-12	-26	-0.4	25	-3	-10	-2	-15	10	10	2	CC(=O)c1ccc(Sc2ccccc2)c([N+](=O)[O-])c1
-20	-8	-2.9	2	-5	-4	1	-11	-4	-4	-15	CCOC(=O)CN1C(=O)C(Sc2n[nH]c(-c3ccc(O)cc3)n2)CCc2ccccc21 (configuration not stated)
-27	10	0.2	13	6	11	7	-8	0	-10	-16	Oc1ccc(C2C[C@H]3CC[C@@H]2C3)cc1O (some centres not stated)
-14	-5	-1.3	-2	-7	-16	-1	-8	-6	-6	-5	O=C(Nc1ccnc(=O)[nH]1)c1sc2ccccc2c1Cl
-8	0	0.0	-14	1	4	7	-1	-12	-8	4	CCCS(=O)(=O)N1CCCC(C(=O)NCc2ccc(C)cc2)C1 (configuration not stated)
8	1	-2.0	3	-2	-8	-2	-3	-8	0	10	CC(=O)Nc1ccc(S(=O)(=O)NCC(=O)OCC(=O)NC(=O)c2cccn2C)cc1
-65	-24	3.1	-36	-7	-2	4	-11	-12	-71	-85	CCCCc1nc2cc(C(=O)NC(C)c3cnn(C)c3)ccc2o1 (configuration not stated)
12	7	2.8	-1	4	-2	4	-2	-8	11	-12	CCCC/C(O)=C1\C(=O)CCCC1=NCCc1c(C)[nH]c2ccccc12
-5	5	-1.4	6	2	3	-2	-1	-1	3	6	Cc1ccccc1N(C(=O)Cc1ccsc1)C(C(=O)NC1CCCCC1)c1ccc(F)cc1 (configuration not stated)
3	-6	-3.5	1	0	1	5	-5	5	-11	-2	CC1CC(C)CN(C(=O)Cn2c(=O)oc3cc(S(=O)(=O)N4CCCC4)ccc32)C1 (configuration not stated)
-4	2	-0.6	-2	5	18	9	1	-2	7	14	C[C@H](CO)N1C[C@H](C)[C@@H](CN(C)C(=O)Nc2ccccc2)Oc2ncc(-c3ccc(C#N)cc3)cc2C1=O
8	9	-1.6	-16	-38	2	-1	-2	0	-8	1	Cc1[nH][nH]c(=O)c1C(c1ccc(-c2ccccc2C(=O)O)o1)c1c(C)[nH][nH]c1=O
-10	-1	-2.3	0	3	1	5	-6	-6	-4	-37	CCCc1nnc(NC(=O)c2ccc([N+](=O)[O-])cc2)s1
23	10	-0.4	20	2	3	0	1	-6	18	9	COc1ccc(Nc2ccc(S(=O)(=O)N3CCCCCC3)cc2[N+](=O)[O-])cc1
-5	-10	-2.8	-14	-8	-1	-2	-6	0	1	-11	CCc1ccc(N2CC(C(=O)OCC(=O)Nc3ccc(C(C)=O)cc3)CC2=O)cc1 (configuration not stated)
-19	4	-1.7	-8	-5	-1	20	3	-3	-7	-17	O=C(c1ccco1)N1CCN(Cc2cc(=O)c(OCc3c(F)cccc3Cl)co2)CC1
-1	-14	-0.3	-32	3	6	11	-5	-11	22	-12	O=C(NCc1nc(-c2ccc(Cl)cc2)no1)c1ccco1
-2	-3	1.1	-5	-14	1	18	7	-5	-10	-33	Cc1ccc2c(c1)N(C(=O)CCC(=O)N1CCCCC1)CCO2
-11	12	-0.4	-26	4	nt	1	nt	-6	0	-13	OC[C@@H]1CN(Cc2ccco2)C[C@H](n2cnc3c(NCc4ccc(F)cc4)ncnc32)O1
8	-15	-0.9	-3	9	11	-1	-6	4	9	-8	O=C(Nc1cccc(-c2cccc(F)c2)c1)C1CCN(C2CCC2)CC1
20	-8	5.5	5	1	nt	9	nt	-29	12	-11	O=C(O)c1cccnc1C(=O)N1CCc2c([nH]c3ccccc23)C1C(F)(F)F (configuration not stated)
0	18	0.6	22	-11	10	3	1	-1	19	33	CC(NC(=O)/C(=C/c1ccc(OC(F)F)cc1)c1ccccc1)c1ccccc1 (configuration not stated)
5	-5	1.1	-38	7	8	7	2	-7	3	-14	Clc1ccc(Oc2ccccc2)c2ncccc12
6	2	-2.2	-1	-3	5	-4	5	9	-5	-9	C=CCCC(=O)N1CCCC(C(=O)c2cccc(OC)c2)C1 (configuration not stated)
-39	-6	-0.2	3	3	-6	-2	-1	6	-6	8	COc1ccc(CN(C)S(=O)(=O)c2nnc(NC(=O)c3cccc(F)c3)s2)cc1OC
-33	-2	-2.0	11	3	-2	3	-1	6	11	4	Cc1ccc(CN2CCNC(=O)C2CC(=O)NCCCn2nnc3ccccc32)cc1 (configuration not stated)
-3	-23	-1.0	9	0	8	3	1	-12	13	-5	Cc1noc(C)c1NC(=O)N(C)C[C@@H]1Oc2ncc(Br)cc2C(=O)N([C@@H](C)CO)C[C@H]1C
3	5	-1.6	1	-1	-6	14	1	11	-6	-13	O=C(COC(=O)CCC(=O)c1ccccc1)NCCc1ccccc1
22	20	2.9	18	-4	2	17	-10	-5	-17	-4	O=C(NC(=S)NC1CCCc2ccccc21)c1ccco1 (configuration not stated)
nt	-2	nt	-30	82*	nt	nt	nt	-1	nt	-3	N#Cc1ccc(C(C(=O)NC2CCCCC2)n2c(=O)c(-c3ccco3)nc3ccccc32)cc1 (configuration not stated)
10	-15	-1.6	-16	1	-3	-3	3	-10	0	16	COc1cc(C2CC(=O)Nc3cc(C)c(C)cc32)cc(OC)c1OC (configuration not stated)
-41	-13	1.9	-25	-6	-5	13	-18	-8	-62	-77	Cc1ccc(/C=C/C(=O)NCc2cccs2)c(C)c1
9	2	-1.0	29	3	1	-12	-2	-1	13	-13	O=C(O)C(=Cc1ccnc2ccccc12)C(=O)O
-3	-3	-2.1	4	-6	3	5	-1	1	-4	-5	COc1ccc2cc(C(=O)C3CCCN(C(=O)C4=NN(C)C(=O)CC4)C3)ccc2c1 (configuration not stated)
4	-4	1.2	-18	-6	4	4	-1	-12	-4	5	CCOc1c2ccc(C(=O)NC3CCCc4ccccc43)cc2nn1C (configuration not stated)
-1	18	-0.1	13	10	2	1	-2	-4	2	7	C=C[C@@H]1c2cccc(C)c2N(S(=O)(=O)c2ccc(C)cc2)[C@H](c2ccc(OC(C)=O)cc2)C1(C#N)C#N

# 6 entries out of the list, ordered by length of the SMILES, ascending.
NCOA3 inh	COUP-TFII inh	MC4R ag barr	NCOA2 inhibitor	ABHD5 PLIN5 PPI	TLR9-MyD88 block	MC4R antag cAMP	EBV LMP1 NFkB	NOD2-RIPK2 inh	NCOA1 inh	NR5A2 inv ag	mol
22	20	2.9	18	-4	2	17	-10	-5	-17	-4	O=C(NC(=S)NC1CCCc2ccccc21)c1ccco1 (configuration not stated)
3	5	-1.6	1	-1	-6	14	1	11	-6	-13	O=C(COC(=O)CCC(=O)c1ccccc1)NCCc1ccccc1
4	-4	1.2	-18	-6	4	4	-1	-12	-4	5	CCOc1c2ccc(C(=O)NC3CCCc4ccccc43)cc2nn1C (configuration not stated)
10	-15	-1.6	-16	1	-3	-3	3	-10	0	16	COc1cc(C2CC(=O)Nc3cc(C)c(C)cc32)cc(OC)c1OC (configuration not stated)
-3	-3	-2.1	4	-6	3	5	-1	1	-4	-5	COc1ccc2cc(C(=O)C3CCCN(C(=O)C4=NN(C)C(=O)CC4)C3)ccc2c1 (configuration not stated)
nt	-2	nt	-30	82*	nt	nt	nt	-1	nt	-3	N#Cc1ccc(C(C(=O)NC2CCCCC2)n2c(=O)c(-c3ccco3)nc3ccccc32)cc1 (configuration not stated)

# The list continues:
NCOA3 inh	COUP-TFII inh	MC4R ag barr	NCOA2 inhibitor	ABHD5 PLIN5 PPI	TLR9-MyD88 block	MC4R antag cAMP	EBV LMP1 NFkB	NOD2-RIPK2 inh	NCOA1 inh	NR5A2 inv ag	mol
-10	2	-4.6	5	-11	-2	-3	-2	4	-11	-15	CC1(c2ccc(Cl)cc2)NC(=O)N(CC(=O)c2ccc3c(c2)OCO3)C1=O (configuration not stated)
6	-6	-1.8	-1	-4	-5	3	-7	-8	-4	-13	CCCCN(CC(=O)Nc1cccc(S(=O)(=O)N2CCCC2)c1)Cc1nc2ccccc2c(=O)[nH]1
2	2	-2.3	-17	5	-12	19	-5	4	-8	-9	CCc1cccc(N(C(=O)c2csnn2)C(C(=O)NC2CCCCC2)c2ccncc2)c1 (configuration not stated)
11	2	-2.1	-37	-1	-6	-5	-7	-13	-2	3	O=C(CCCN1C(=O)c2ccccc2C1=O)Nc1nc2ccccc2[nH]1
20	-18	-2.1	8	1	0	4	-6	3	-7	1	CC1CCCCN1C(=O)CSc1nc(N)cc(=O)[nH]1 (configuration not stated)
-4	-13	-2.1	-10	2	2	10	-3	-6	1	-15	O=C(COC(=O)CNS(=O)(=O)c1ccccc1)Nc1ncc(Cl)cc1Cl
1	-9	0.3	-4	1	6	13	-9	4	-1	-3	Cc1nnc(-c2ccccc2)nc1N(C)C
-8	-8	-1.1	5	-2	-2	1	4	4	-10	10	CCc1nnc(NC(=O)c2ccc(COc3ccccc3)o2)s1
-39	-13	0.3	19	5	0	-2	-1	-15	-6	-4	CN(C)C(=O)c1cn(-c2ccccc2)c(=O)c2ccccc12

# Screening data from PubChem BioAssay.
